Vif-APOBEC3G blk = Vif-A3G binding inhibition; Q9HC16; HeLa A3G-eYFP + Vif (tagged APOBEC3G with the HIV-1 protein that degrades it), YFP fluorescence, overnight; Potency, µM (highest dose often 46.1 µM), without a hit: at the top dose activity, negative = active, usual class: inhibitors; hit rate 0.076% among 410,000;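 further: potency means the concentration at half of the fitted maximal effect; on the % scale 0 is the no-effect control and ±100 the full control effect; nearly all actives have a fitted effect of over 60% in size; hits raise eYFP signal because A3G escapes Vif-driven loss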
Target sequence (Q9HC16 whole entry, looked up): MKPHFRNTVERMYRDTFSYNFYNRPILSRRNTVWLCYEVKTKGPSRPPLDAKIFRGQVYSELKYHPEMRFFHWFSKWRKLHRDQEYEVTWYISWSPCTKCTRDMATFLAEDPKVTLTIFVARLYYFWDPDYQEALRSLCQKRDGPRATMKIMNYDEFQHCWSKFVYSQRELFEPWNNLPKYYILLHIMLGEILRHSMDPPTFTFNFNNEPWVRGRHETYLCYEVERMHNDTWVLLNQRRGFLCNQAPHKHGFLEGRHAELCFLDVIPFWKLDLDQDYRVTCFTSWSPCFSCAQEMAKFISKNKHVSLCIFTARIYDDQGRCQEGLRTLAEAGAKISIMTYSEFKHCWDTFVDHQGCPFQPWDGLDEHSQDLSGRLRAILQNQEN
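HeLa cells stably expressing Vif and C-terminally eYFP-tagged A3G, seeded overnight at 37 deg C, then exposed to compound by pintool overnight at 37 deg C. Rise in yellow fluorescence (Ex 488/Em 500-530, Acumen) marks blocked Vif-driven A3G degradation.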
Vif-A3F inh = Vif-A3F binding inhibition | HeLa A3F-eYFP + Vif (tagged APOBEC3F with the HIV-1 protein that degrades it), YFP fluorescence increase | Potency, µM (top dose mostly 46.1 µM), without a hit: at the top dose activity, negative = active | hit rate 0.2% among 390,000; further: potency means the concentration at half of the fitted maximal effect; % of control where 0% means no effect; nearly all actives have a fitted effect of over 65% in size
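HeLa cells stably expressing A3F-eYFP plus Vif, plated and incubated overnight at 37 deg C, then exposed to compounds overnight at 37 deg C. Blocked degradation read as raised yellow fluorescence (Ex 488/Em 500-530).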
D1 potentiator = potentiators of human D1 dopamine receptor; HEK293 TREx D1 cells, calcium flux, dopamine EC20 potentiation; potentiation, % at 10 µM; hit rate 0.036% among 360,000; AID 504651; in the data active means potentiation above about 30%; further: 0% is about no effect
Target sequence (P21728 whole entry, looked up): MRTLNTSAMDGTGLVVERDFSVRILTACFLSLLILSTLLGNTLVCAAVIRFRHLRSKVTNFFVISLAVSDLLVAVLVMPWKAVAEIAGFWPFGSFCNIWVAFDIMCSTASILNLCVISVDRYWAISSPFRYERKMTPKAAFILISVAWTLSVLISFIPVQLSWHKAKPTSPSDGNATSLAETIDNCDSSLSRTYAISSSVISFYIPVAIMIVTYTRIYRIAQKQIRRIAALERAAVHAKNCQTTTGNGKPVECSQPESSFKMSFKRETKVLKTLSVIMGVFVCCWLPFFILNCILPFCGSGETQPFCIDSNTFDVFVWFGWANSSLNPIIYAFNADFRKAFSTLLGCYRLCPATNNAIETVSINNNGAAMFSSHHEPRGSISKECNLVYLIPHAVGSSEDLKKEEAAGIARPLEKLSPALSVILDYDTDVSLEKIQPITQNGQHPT
Glioma ERSR ind = inducers of ER stress response in human glioma cells. hit rate 0.02% among 420,000. AID 602332. U87-MG GRP78 promoter luciferase reporter, 16 h. Potency, µM, for inactives: at the top dose activation, hits mostly activators; further: potency means the concentration at half of the fitted maximal effect; series mostly up to about 76 µM; % of control where 0% means no effect; nearly all actives have a fitted effect of over 35% in size
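Stably transfected U87-MG glioma cells carrying a GRP78-based luciferase sensor; 16 h compound incubation. Luminescence end-point read 10 min after Bright-Glo addition at room temperature.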
RXFP1 antagonist = blocks the human relaxin receptor RXFP1 | Q9HBX9 | HEK293-RXFP1, relaxin-stimulated cAMP HTRF, 30 min; stronger effect = lower value | activity change, negative = inhibition, % at 57.5 µM | hit rate 0.59% among 350,000;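 active means activity change of -60% or lower, but not beyond a set lower limit; inconclusive means change between -60% and -40%, or beyond the set limit; inactive means change above -40%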; further: on the % scale 0 is the no-effect control and ±100 the full control effect
D2 potentiator = positively modulates the human D2 dopamine receptor allosterically; P14416; HEK293 T-REx D2, calcium flux, EC20 dopamine potentiation; potentiation, % at 10 µM; hit rate 0.34% among 340,000;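 active means potentiation over 3 SD above the plate norm, cut at about 30% in these data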; further: 0% is about no effect
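Cells plated with tetracycline inducer and held overnight at 30 C; calcium dye loaded 30–90 min at room temperature; baseline taken, compound added and read 180 s; EC20 dopamine then added and read 180 s.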
RXFP1 ag = agonists of human relaxin receptor RXFP1; HEK293T-RXFP1 cAMP TR-FRET, 30 min; response scale: percent of porcine relaxin response, buffer zero; hit rate 0.3% among 370,000; AID 2676; Q9HBX9; Potency, µM (highest dose often 57.5 µM), inactives show top-dose activation, hits mostly activators; further: potency means the concentration at half of the fitted maximal effect; on the % scale 0 is the no-effect control and ±100 the full control effect; nearly all actives have a fitted effect of over 60% in size; many of its hits are not listed in these tables
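Agonist response is measured as cAMP accumulation in an RXFP1-transfected HEK293T line under PDE4 inhibition. Values are scaled between buffer-only and 29 nM porcine relaxin, and EC50s come from standard Hill equation fits.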
D1 antag = human D1 dopamine receptor antagonism; P21728; AID 504652; activity change, negative = inhibition, % at 10 µM; hit rate 3.2% among 360,000; HEK293 TREx D1 cells, calcium flux, dopamine EC80; stronger effect = lower value; in the data active means activity change below about -30%; further: on the % scale 0 is the no-effect control and ±100 the full control effect
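Using tetracycline-induced force-coupled D1 Hek293 cells and a calcium dye, signals were followed for 180 s after compound, then for 180 s after EC80 dopamine, to detect inhibitors.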
D1 agonist = human D1 receptor agonism; P21728; HEK293 T-REx D1 cells, calcium flux, agonist mode; activation, % at 2 µM; hit rate 1% among 360,000; in the data active means activation above about 30%; further: 0% is about no effect
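Inducible HEK293 T-REx D1 cells, force-coupled to calcium signalling, were plated at 4000 cells/well with tetracycline and held overnight at 30 C. After no-wash calcium dye loading, compound-evoked calcium rise over 180 s flagged agonists.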
Numbers without * were called inactive; ? = inconclusive; nt = no result given. Unless noted, the call rests on the fitted dose curve; in most records, active means well fitted curve in the direction sought with a large enough effect; inconclusive means small, poorly fitted or top-dose-only effect, or another doubt; inactive means no such curve, though single readings can be large; an effect the other way counts as inactive or inconclusive. Some of the compounds tested; rates above refer to the full screens.

compound	D1 antag	Vif-A3F inh	RXFP1 antagonist	Vif-APOBEC3G blk	RXFP1 ag	D1 potentiator	D1 agonist	Glioma ERSR ind	D2 potentiator
CN(CC(=O)Nc1cccc(F)c1)C(=O)CSc1ccccc1	-2.4	4.3%	-10.4	1.4%	-0.1%	6.2	1.4	-2.4%	-7.4
O=C(c1cc2cc(Br)ccc2o1)N1CCN(c2ccccc2)CC1	-7.6	3.4%	-11.0	-3.6%	3.3%	-2.7	0.9	7.6%	-5.3
Cc1ccc(OCC(=O)N2CCN(c3ccc([N+](=O)[O-])c(N4CCOCC4)c3)CC2)cc1	-13.6	0.6%	-1.9	0.1%	-3.9%	-2.5	-1.1	-1.7%	22.6
C[C@@]12CC(=O)NC1N(C(=O)c1cccc(C(F)(F)F)c1)C(c1ccccc1OC(=O)c1cccc(C(F)(F)F)c1)C2 (some centres not stated)	27.4	-4.6%	-12.6	4.5%	-0.8%	7.7	6.0	-1.1%	1.8
OC1(c2cccc(C(F)(F)F)c2)CCN(c2ncnc3c2[nH]c2ccccc23)CC1	14.6	-0.3%	?	-11.0%	0.2%	-2.4	1.4	-14.0%	-3.9
O=C(NCc1ccccc1Cl)c1ccc(CS(=O)Cc2ccc(Cl)cc2)o1 (configuration not stated)	-46.0*	2.4%	16.4	-6.2%	2.0%	5.8	2.8	-2.5%	5.5
Clc1ccccc1-c1nnc2n1-c1ccccc1SC2	6.2	-0.1%	10.1	-2.3%	0.4%	-0.3	0.9	-4.7%	-1.8
Cc1cc(C)nc(NCCC(=O)O)n1	-58.1*	12.3%	-5.9	-0.6%	-1.0%	-8.2	8.7	0.5%	nt
CCOc1cc(/C=C2/COc3ccccc3C2=O)ccc1OCC(=O)N(C)C	-6.5	-3.8%	2.9	-1.6%	4.1%	-3.1	3.8	-2.8%	19.1
CCSc1nnc(NC(=O)c2cccs2)s1	-8.3	-0.8%	-13.9	1.5%	0.9%	2.9	4.0	3.3%	7.3
CS(=O)(=O)N(CC(=O)N1CCCCC1)c1sc2c(c1C#N)CCCC2	-20.6	0.9%	-4.9	1.1%	1.3%	-11.3	2.5	-3.1%	2.9
O=C(/C=C/c1ccccc1Cl)Nc1ccc(Cl)cn1	1.0	1.6%	-6.9	0.7%	-0.3%	1.2	3.7	2.6%	-12.6
Cc1n[nH]c(C)c1S(=O)(=O)N(C)Cc1ccco1	-18.3	-19.3%	7.9	-0.2%	1.5%	1.1	4.0	-3.4%	0.0
CCOC(=O)C1(Cc2cccc(Cl)c2)CCCN(C(=O)CCNC(C)=O)C1 (configuration not stated)	-8.5	-23.9%	-12.9	1.0%	1.7%	9.4	3.4	-1.5%	13.9
CCCOC(=O)c1ccc(NC(=O)C2C3CCC(C3)C2C(=O)O)cc1 (configuration not stated)	6.1	-15.6%	11.4	-0.6%	-2.0%	2.1	0.4	1.0%	1.1
COc1ccc([N+](=O)[O-])cc1C(=O)NCCOc1ccc(Cl)cc1	-17.0	-19.7%	5.8	-4.0%	-0.2%	2.2	3.9	0.8%	nt
COc1ccc(CNc2nc(NC(C)=O)nn2-c2ccccc2)cc1	-17.6	-20.7%	1.8	-0.4%	-4.2%	3.1	7.2	-3.6%	nt
CC(C)c1nc(SCC(=O)N2CCCC2)c2ccccc2n1	9.2	18.0%	-13.9	-18.3%	3.6%	-6.6	0.7	-2.5%	8.9
CC(/C=C/c1ccco1)=N\NC(=O)c1cccc(Cl)c1	-6.6	-3.9%	nt	-1.4%	-0.6%	6.2	1.8	2.7%	-3.4
Cc1ccc(CNc2ccc(N3CCOCC3)cc2)s1	1.7	12.9%	-7.7	-0.8%	-2.6%	-4.0	4.1	-2.5%	-9.8
CNC(=O)C1Cc2ccccc2CN1S(=O)(=O)c1ccc(OC)c(OC)c1 (configuration not stated)	-2.6	2.3%	9.4	0.2%	-1.7%	8.1	2.6	-4.6%	-2.2
COc1cccc(C2=NOC(C(=O)N3CCN(c4ccccc4)CC3)C2)c1OC (configuration not stated)	-8.7	-0.2%	2.5	4.8%	0.9%	-3.3	0.3	-1.5%	8.8
COc1ccccc1-c1nnc(-c2ccc(F)cc2)o1	nt	-6.7%	16.2	-3.8%	nt	nt	nt	-4.1%	nt
CCCCCCCCOC(=O)CCn1[nH]c(=O)c2ccccc2c1=O	8.9	-6.1%	9.0	0.6%	4.5%	0.9	-0.2	-3.5%	-1.6
Cc1cc(C)c2c(=O)n(CC(=O)N3CCN(c4ccccc4)CC3)ccc2n1	nt	-14.4%	6.7	1.0%	nt	nt	nt	-0.9%	nt
CCc1nnc2c3ccccc3nc(N3CCN(c4cc(Cl)ccc4C)CC3)n12	19.0	-4.0%	-5.3	2.1%	-0.3%	6.0	5.4	-4.7%	-2.9
COc1cc(/C=N/NC(=S)NCCN2CCOCC2)cc(OC)c1OC	11.6	-25.5%	1.5	-7.4%	3.8%	-1.8	1.9	-2.8%	-4.6
Cc1ccc(N2C(=O)N(CC(=O)Nc3ccccc3C)C(=O)C2C)cc1 (configuration not stated)	6.6	-15.8%	4.6	0.7%	6.1%	-4.2	-0.3	1.9%	-2.8
O=C(NC(=S)N1CCOCC1)C12CC3CCC(CC(C3)C1)C2	4.2	-16.2%	-4.3	-1.6%	-0.1%	-7.5	8.6	0.7%	4.5
Cc1sc2ncnc(N3CCC(C(=O)Nc4nc(-c5ccc(F)cc5)cs4)CC3)c2c1C	-8.2	6.5%	3.9	-11.4%	8.0%	-1.3	2.8	-0.6%	10.2
CN(C)c1nc(OCCNC(=O)Nc2ccccc2)nc(N(C)C)n1	4.4	2.8%	-1.6	1.7%	2.1%	-2.9	0.9	-3.2%	nt
Cc1ccccc1-c1nn(-c2ccc(F)cc2F)cc1CNCCCO	3.7	10.2%	-8.0	6.0%	2.2%	3.4	2.8	10.4%	-8.5
N#Cc1nc(Cc2cccc3ccccc23)oc1NCCN1CCCCC1	-10.0	-10.5%	-21.5	1.4%	-0.8%	2.2	11.8	-2.5%	-29.7
COc1ccc(NC(=O)c2ccc(=O)oc2)cc1	-2.7	3.9%	-0.5	1.5%	0.9%	-2.2	0.9	-3.1%	5.0
Cc1cnc(CNC(=O)CC2C(=O)NCCN2Cc2ccccc2C(F)(F)F)cn1 (configuration not stated)	-6.3	2.2%	-14.5	2.1%	1.1%	-1.0	4.3	-1.5%	-0.8
CCOc1ccc([C@@H]2CC=C(C(=O)O)[C@H](c3cccc(Cl)c3)N2S(=O)(=O)c2ccc(C)cc2)cc1	-9.2	3.1%	nt	-15.5%	-0.9%	-7.5	0.8	-3.0%	-0.1
CCCc1cc(NCCN(C)C)n2c(nc3ccccc32)c1C#N	9.0	3.6%	-8.9	2.7%	11.3%	-1.7	-0.1	-1.4%	-2.3
Cc1c(C(=O)N2CCN(c3ncccn3)CC2)oc2c(Cl)cccc12	2.4	3.9%	-7.1	-0.1%	1.4%	1.4	5.7	-2.5%	6.3
CCCCNC(=O)CC1Nc2ccccc2NC1=O (configuration not stated)	2.6	-20.9%	nt	-1.5%	0.9%	-9.6	0.4	0.1%	-8.0
CCCCC1CCC(C(=O)NCc2ccc3c(c2)OCO3)CC1 (configuration not stated)	10.5	-0.1%	14.0	-0.1%	2.2%	-3.9	0.0	-4.7%	16.7
O=C(NCCc1ccc(F)cc1)c1cc2ccccc2oc1=O	6.0	-9.3%	-0.3	2.7%	-1.1%	-5.9	0.7	-3.8%	2.3
Cc1nnc(SCC(=O)N2CC(=O)Nc3ccccc32)n1C	-6.0	-0.6%	1.6	0.0%	0.0%	-5.1	0.7	-4.9%	-5.7
Cc1ccc(N/N=C/c2ccc3c(c2)OCCO3)cc1Cl	2.4	4.4%	3.3	-13.4%	-0.5%	-0.9	0.2	2.0%	11.5
COc1ccc(Nc2cc(NCCCO)c([N+](=O)[O-])c3nonc23)cc1	0.3	5.7%	0.5	-11.3%	19.5%	0.8	2.8	0.8%	-1.2
Cc1ccccc1C(=O)Nc1nc2nc(C)c(C)c(=O)n2[nH]1	-5.2	0.4%	-10.5	3.4%	-3.2%	-0.1	2.1	-3.8%	4.7
CS(=O)(=O)Oc1ccc(/C=N/NC(=O)c2ccncc2)cc1	17.6	-14.1%	-14.7	2.8%	0.5%	7.2	1.3	-0.9%	nt
CS(=O)(=O)c1ccc(C(=O)NNC(=O)c2cc(-c3ccccc3)n[nH]2)cc1	nt	2.9%	-2.3	0.2%	nt	nt	nt	-3.4%	nt
CC(=O)c1ccc(NC(=O)CCCc2nc(-c3cccc(C)c3)no2)cc1	4.8	4.6%	nt	-1.5%	1.1%	2.2	2.7	-1.7%	-22.7
Cc1cc(Cl)c(Cl)cc1S(=O)(=O)NCCCn1ccnc1	4.4	-3.0%	6.5	4.1%	8.0%	-3.9	-1.0	-1.9%	12.3
Cc1cccc(NCc2nc3ccccc3n2Cc2ccccc2)c1	-2.0	2.3%	-15.3	-1.2%	-0.1%	-3.0	1.4	7.2%	-17.4

Molecules from the list above with a thiophene ring, fused or not, in the order listed:
compound	D1 antag	Vif-A3F inh	RXFP1 antagonist	Vif-APOBEC3G blk	RXFP1 ag	D1 potentiator	D1 agonist	Glioma ERSR ind	D2 potentiator
CCSc1nnc(NC(=O)c2cccs2)s1	-8.3	-0.8%	-13.9	1.5%	0.9%	2.9	4.0	3.3%	7.3
CS(=O)(=O)N(CC(=O)N1CCCCC1)c1sc2c(c1C#N)CCCC2	-20.6	0.9%	-4.9	1.1%	1.3%	-11.3	2.5	-3.1%	2.9
Cc1ccc(CNc2ccc(N3CCOCC3)cc2)s1	1.7	12.9%	-7.7	-0.8%	-2.6%	-4.0	4.1	-2.5%	-9.8
Cc1sc2ncnc(N3CCC(C(=O)Nc4nc(-c5ccc(F)cc5)cs4)CC3)c2c1C	-8.2	6.5%	3.9	-11.4%	8.0%	-1.3	2.8	-0.6%	10.2
